GASC1 inh: blocks human GASC-1 (KDM4C) demethylase activity | inhibition, % at 12.5 µM | actives 0.15% (n = 96,000) | Q9H3R0 | GST-KDM4C 2-372, H3K9me3 peptide, LANCE TR-FRET | AID 720574;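 active = mean replicate inhibition above about 25%, with at least 55% of replicates also reaching it, limit read from the data, passing the limit was not always enough; inconclusive = only one of those two conditions met; inactive = neither condition met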
Target sequence (Q9H3R0 2-372 limits assumed): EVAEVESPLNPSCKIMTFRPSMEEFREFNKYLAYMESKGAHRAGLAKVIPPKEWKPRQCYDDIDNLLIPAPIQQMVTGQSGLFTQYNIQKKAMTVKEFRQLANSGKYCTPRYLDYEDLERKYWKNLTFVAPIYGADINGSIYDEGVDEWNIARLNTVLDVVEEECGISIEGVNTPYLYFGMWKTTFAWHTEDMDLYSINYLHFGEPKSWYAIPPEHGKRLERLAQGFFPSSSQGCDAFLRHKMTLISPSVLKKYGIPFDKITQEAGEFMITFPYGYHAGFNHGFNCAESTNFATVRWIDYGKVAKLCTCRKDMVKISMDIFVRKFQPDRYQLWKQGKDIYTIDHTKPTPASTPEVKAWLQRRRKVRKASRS
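System – N-terminal GST-fused human GASC-1 (KDM4C) fragment, residues 2-372 · Input – enzyme final amount 10 nM · Technique – LANCE TR-FRET, Eu antibody, ULight-streptavidin, EDTA, ex 340 nm, em 618/671 nm · Medium – HEPES buffer, pH 7.5, plus ascorbate · Incubation – enzyme reaction 30 min, then detection 60 min, both room temperature · Reagent – H3K9me3 peptide with Fe(II)/2OG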
Pf Dd2 growth: inhibitors of Plasmodium falciparum Dd2 growth; P. falciparum Dd2 growth, SYBR Green, 72 h; active compounds read low; activity change, % at 10 µM; actives 2.3% (n = 94,000); AID 1159554; in the data active = activity change below about -80%; inconclusive = no clear call, values can overlap the other calls
T cruzi growth: T. cruzi proliferation inhibition; actives 5.9% (n = 77,000); AID 624255; inhibition, % at 8.34 µM; T. cruzi beta-gal in NIH3T3, GalScreen luminescence, 90 h;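 active = mean inhibition above about 93%, with at least 55% of replicates each passing it, limit read from the data, passing the limit was not always enough; inconclusive = only one of those two conditions holds; inactive = neither condition holds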
C diff growth: C. difficile growth inhibition | Clostridium difficile clinical isolate growth, OD600, 24 h; active compounds read low | growth activity, negative = inhibition, % at 16 µg/mL (by protocol) | actives 0.25% (n = 86,000) | AID 1259249;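 active = mean growth activity at or below -80% and every replicate also at or below -80%; inconclusive = mean at or below -80% but some replicate above -80%; inactive = mean growth activity above -80%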;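 also: 0% = DMSO wells and -100% = levofloxacin 16 µg/mL wells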
An asterisk follows results filed as active; ? = inconclusive; . = not tested or not shown.

SMILES | GASC1 inh | Pf Dd2 growth | T cruzi growth | C diff growth
CCCNC(=O)[C@H]1[C@H](CO)[C@H]2Cn3c(ccc(/C=C/c4ccccc4)c3=O)[C@H]2N1CCC | 3.9 | -9 | 71 | 26
C[C@H](CO)N1C[C@H](C)[C@@H](CN(C)C(=O)C2CCCCC2)OCCCC[C@H](C)Oc2ccc(NC(=O)CCCN(C)C)cc2C1=O | 4.1 | 40 | -48 | .
CC(=O)N(C)C[C@H]1Oc2cc(Br)ccc2S(=O)(=O)N([C@@H](C)CO)C[C@H]1C | 1.2 | 9 | -8 | 0
C[C@H]1CN([C@@H](C)CO)C(=O)c2cc(-c3ccccc3)cnc2O[C@H]1CN(C)C(=O)c1cccc(F)c1 | 2.6 | -23 | -5 | -4
CCCC#Cc1cnc2c(c1)C(=O)N([C@H](C)CO)C[C@H](C)[C@H](CN(C)S(=O)(=O)c1cn(C)cn1)O2 | 0.3 | 6 | . | 0
CN(C)CC(=O)Nc1ccc2c(c1)[C@@H]1C[C@@H](CC(=O)NC3CCCC3)O[C@H](CO)[C@@H]1O2 | 1.3 | 11 | -33 | .
O=C(C[C@@H]1CC[C@@H]2[C@H](COC[C@H](O)CN2Cc2cc(F)ccc2F)O1)NCc1ccccc1 | 0.6 | -9 | 48 | .
COc1ccc(CN2CC3(CCN(C(=O)Cc4ccccc4)CC3)c3c([nH]c4cc(OC)ccc34)[C@H]2CO)cc1 | -2.7 | ? | . | 4
Cc1ccc(-c2cnc3c(c2)C(=O)N([C@H](C)CO)C[C@@H](C)[C@@H](CN(C)CC2CCOCC2)O3)cc1 | -1.4 | -6 | -52 | 2
C[C@@H]1CN([C@@H](C)CO)S(=O)(=O)c2ccc(C#Cc3ccc(F)cc3)cc2O[C@@H]1CN(C)C(=O)c1ccccn1 | -2.2 | -53 | 56 | 1
C[C@H](CO)N1C[C@H](C)[C@@H](CN(C)C(=O)NC2CCCCC2)OCCCC[C@H](C)Oc2ccc(NC(=O)CCC(F)(F)F)cc2C1=O | 4.6 | 9 | 37 | 0
CC(=O)N1[C@@H]2c3ccc(C4=CCCC4)c(=O)n3C[C@@H]2[C@@H](CO)[C@@H]1C(=O)NC1CCC1 | 2.3 | 38 | . | 0
COc1ccc(NC(=O)N(C)C[C@H]2Oc3ncc(-c4cccnc4)cc3C(=O)N([C@@H](C)CO)C[C@@H]2C)cc1 | -2.0 | -1 | -148 | 0
CC(C)CC#Cc1ccc2c(c1)O[C@@H](CN(C)S(=O)(=O)c1cccc(F)c1)[C@@H](C)CN([C@@H](C)CO)S2(=O)=O | . | -24 | 121* | -1
C[C@@H]1CN([C@H](C)CO)C(=O)c2cccc(NC(=O)C3CCCCC3)c2O[C@@H]1CN(C)C(=O)Nc1ccc(C(F)(F)F)cc1 | -3.4 | -55 | 47 | 7
CC(C)c1cccc(NC(=O)C[C@H]2CC[C@H]3[C@@H](COc4ccc(NC(=O)c5cnccn5)cc4C(=O)N3C)O2)c1 | 0.7 | 7 | 66 | 8
COc1ccc(S(=O)(=O)Nc2cccc3c2O[C@H](CN(C)S(=O)(=O)c2cn(C)cn2)[C@H](C)CN([C@H](C)CO)C3=O)cc1 | 0.0 | -4 | -37 | .
N#C[C@H]1[C@H](c2ccccc2C2=CCCCC2)[C@@H](CO)N1C(=O)CN1CCOCC1 | -0.3 | 23 | . | -4
C[C@@H]1CN([C@H](C)CO)C(=O)CCCn2cc(nn2)CO[C@@H]1CN(C)S(=O)(=O)c1ccccc1F | 0.4 | -4 | -1 | .
CC(C)CC#Cc1ccc2c(c1)O[C@@H](CN(C)C(=O)c1cccc(F)c1)[C@H](C)CN([C@H](C)CO)S2(=O)=O | 0.1 | -61 | 110* | 6
C[C@H]1CN([C@@H](C)CO)C(=O)c2cccc(NS(=O)(=O)c3cccs3)c2O[C@@H]1CN(C)C(=O)NC1CCCCC1 | 8.4 | 19 | -19 | .
CNC[C@@H]1Oc2cc(C#Cc3ccncc3)ccc2S(=O)(=O)N([C@H](C)CO)C[C@@H]1C | 3.7 | 22 | . | -2
C[C@H]1CN([C@@H](C)CO)C(=O)Cc2cc(NC(=O)Nc3ccc(F)cc3)ccc2O[C@H]1CN(C)S(C)(=O)=O | -1.3 | 6 | 97 | 0
C[C@@H]1CN([C@@H](C)CO)C(=O)c2cc(NC(=O)NC3CCCCC3)ccc2O[C@H]1CN(C)Cc1ccc(Cl)c(Cl)c1 | 0.2 | 3 | ? | 1
O=C(C[C@@H]1C[C@@H]2c3cc(NC(=O)c4cccnc4)ccc3O[C@@H]2[C@@H](CO)O1)NCc1ccccn1 | 0.3 | 21 | . | 3
C[C@@H]1CN([C@H](C)CO)C(=O)c2cccc(NC(=O)CCCCCC(=O)Nc3ccccc3N)c2O[C@@H]1CN(C)Cc1ccc(Oc2ccccc2)cc1 | 1.4 | -91* | . | -3
COc1cccc(C(=O)Nc2ccc3c(c2)C(=O)N(C)C[C@H](OC)[C@H](C)CN(CCc2ccccc2)[C@H](C)CO3)c1 | 0.9 | -66 | 41 | .
C[C@H]1CN([C@@H](C)CO)C(=O)c2cc(N(C)C)ccc2O[C@H]1CN(C)C(=O)NC1CCCCC1 | 9.5 | -14 | -8 | -3
O=C(C[C@H]1CC[C@H](NC(=O)C2CCOCC2)[C@@H](CO)O1)Nc1ccc(-c2ccccc2)cc1 | 0.8 | -20 | -20 | -5
O=C(C[C@@H]1CC[C@@H]2[C@H](COC[C@H](O)CN2S(=O)(=O)c2ccc(F)cc2)O1)N[C@@H]1CCN(Cc2ccccc2)C1 | 2.2 | -15 | 28 | 0
CO[C@H]1CN(C)C(=O)c2cc(NS(=O)(=O)c3cccc(F)c3)ccc2OC[C@H](C)NC[C@@H]1C | -0.7 | -42 | 51 | .
N#C[C@@H]1[C@H](c2ccc(-c3ccccc3F)cc2)[C@H](CO)N1C(=O)C1CC1 | -1.6 | -13 | 52 | 7
Cc1ccc(S(=O)(=O)Nc2ccc3c(c2)C(=O)N([C@H](C)CO)C[C@H](C)[C@H](CN(C)C(=O)Nc2ccc(F)cc2)OCCCC[C@@H](C)O3)cc1 | -0.2 | -19 | 21 | .
C[C@H](CO)N1C[C@H](C)[C@H](CN(C)C(=O)C2CCC2)Oc2ncc(C#Cc3ccccc3F)cc2C1=O | -1.6 | -20 | 63 | 4
C[C@H](CO)N1C[C@H](C)[C@H](CN(C)C(=O)c2ccccn2)Oc2cc(C3=CCCC3)ccc2S1(=O)=O | -0.3 | 5 | -7 | 3
CN(C)CC(=O)N1CCCCN2[C@H](CO)[C@@H](c3ccc(-c4cccnc4)cc3)[C@@H]2C1 | -0.1 | -39 | 101* | 7
O=C(NC[C@@H]1N[C@@H](CO)[C@H]1c1ccc(C2=CCCCC2)cc1)c1cccc(F)c1 | 4.4 | -4 | 43 | -81*
C/C=C/c1ccc2c(c1)O[C@H](CN(C)C(=O)CN1CCOCC1)[C@H](C)CN([C@@H](C)CO)S2(=O)=O | -0.8 | 19 | 9 | -2
CO[C@@H]1CN(C)C(=O)c2cc(NS(=O)(=O)c3ccccc3F)ccc2OC[C@@H](C)NC[C@H]1C | 1.6 | 27 | 24 | .
CC(C)NC(=O)N(C)C[C@H]1Oc2ncc(-c3cccc(C#N)c3)cc2C(=O)N([C@@H](C)CO)C[C@H]1C | -2.6 | 29 | -28 | 5
Cc1ccccc1-c1cnc2c(c1)C(=O)N([C@@H](C)CO)C[C@@H](C)[C@H](CN(C)C(=O)c1ccc(F)cc1)O2 | -2.7 | -23 | . | 2
CCCNC(=O)N1CC(=O)N2[C@@H](CO)[C@H](c3ccc(-c4ccc(F)cc4)cc3)[C@@H]2C1 | 0.4 | -42 | . | -6
C[C@H]1CN([C@@H](C)CO)C(=O)c2cc(-c3cccc(F)c3)cnc2O[C@@H]1CN(C)S(=O)(=O)c1cccc(F)c1 | -5.2 | -53 | 24 | .
CNC[C@@H]1OCCCC[C@H](C)Oc2ccc(NC(=O)Nc3ccc(OC)cc3)cc2C(=O)N([C@@H](C)CO)C[C@H]1C | 0.3 | 13 | 28 | -2
O=C(C[C@@H]1C[C@@H]2c3cc(NC(=O)Nc4ccc(F)cc4)ccc3O[C@@H]2[C@@H](CO)O1)NC1CCCC1 | -5.5 | -39 | -28 | .

Sorted by length of the SMILES (smallest number first): part of the list above
SMILES | GASC1 inh | Pf Dd2 growth | T cruzi growth | C diff growth
CN(C)CC(=O)N1CCCCN2[C@H](CO)[C@@H](c3ccc(-c4cccnc4)cc3)[C@@H]2C1 | -0.1 | -39 | 101* | 7
CCCNC(=O)N1CC(=O)N2[C@@H](CO)[C@H](c3ccc(-c4ccc(F)cc4)cc3)[C@@H]2C1 | 0.4 | -42 | . | -6
CO[C@H]1CN(C)C(=O)c2cc(NS(=O)(=O)c3cccc(F)c3)ccc2OC[C@H](C)NC[C@@H]1C | -0.7 | -42 | 51 | .
C[C@H](CO)N1C[C@H](C)[C@H](CN(C)C(=O)C2CCC2)Oc2ncc(C#Cc3ccccc3F)cc2C1=O | -1.6 | -20 | 63 | 4
C[C@H]1CN([C@@H](C)CO)C(=O)c2cc(-c3cccc(F)c3)cnc2O[C@@H]1CN(C)S(=O)(=O)c1cccc(F)c1 | -5.2 | -53 | 24 | .

(list continues)
SMILES | GASC1 inh | Pf Dd2 growth | T cruzi growth | C diff growth
Cc1ccccc1-c1cnc2c(c1)C(=O)N([C@H](C)CO)C[C@@H](C)[C@H](CN(C)C(=O)CC1CC1)O2 | -0.6 | 11 | . | 0
CCC(=O)N1[C@H](C(=O)Nc2ccccc2)[C@@H](CO)[C@@H]2Cn3c(ccc(-c4ccncc4)c3=O)[C@@H]21 | 0.0 | -22 | 12 | -2
Cc1ccccc1-c1ccc2c(c1)O[C@H](CN(C)C(=O)c1ccccn1)[C@H](C)CN([C@@H](C)CO)S2(=O)=O | 0.4 | 43 | . | -4
O=C(C[C@@H]1CC[C@@H]2NC[C@H](O)COC[C@H]2O1)NCCc1ccccc1 | 0.2 | 3 | 24 | 3
CCc1csc(N2[C@H](CO)[C@@H](c3ccc(C4=CCCC4)cc3)[C@@H]2C#N)n1 | -2.1 | -3 | 92 | 10
CCCN(C)C[C@H]1Oc2ncc(-c3cccnc3)cc2C(=O)N([C@@H](C)CO)C[C@H]1C | 0.6 | -13 | -5 | -2
CCc1nc(N2[C@H](CO)[C@@H](c3ccccc3-c3ccc(F)cc3)[C@@H]2C#N)sc1C | . | -20 | . | 53
O=C(C[C@H]1C[C@@H]2c3cc(NC(=O)CC4CC4)ccc3O[C@@H]2[C@H](CO)O1)NCc1cccc(F)c1 | 0.4 | -9 | 8 | -5
C/C=C/c1cnc2c(c1)C(=O)N([C@H](C)CO)C[C@H](C)[C@H](CN(C)C(=O)Nc1ccc(F)cc1)O2 | -2.7 | -12 | . | 0
COc1ccc(S(=O)(=O)Nc2ccc3c(c2)CC(=O)N([C@@H](C)CO)C[C@H](C)[C@H](CN(C)S(=O)(=O)c2ccc(C)cc2)O3)cc1 | -3.0 | -86* | -7 | 10
C[C@H](CO)N1C[C@H](C)[C@@H](CN(C)C(=O)Nc2ccc(F)cc2)Oc2c(NC(=O)Nc3cccc4ccccc34)cccc2C1=O | 0.5 | -43 | 92 | -3
C[C@@H](O)C#Cc1ccc([C@H]2[C@H]3CN(CC4CC4)CCCCN3[C@H]2CO)cc1 | 1.8 | 1 | 7 | -4
Cc1ccc(-c2ccc([C@@H]3[C@@H](CO)N4C(=O)CN(C(=O)Cc5ccccn5)C[C@H]34)cc2)cc1 | 4.9 | -51 | . | -1
C[C@@H]1CN([C@H](C)CO)C(=O)c2cc(NC(=O)Cc3cn(C)c4ccccc34)ccc2O[C@@H]1CN(C)Cc1ccc(C(F)(F)F)cc1 | 8.9 | 14 | 70 | -5
C[C@H](CO)N1C[C@H](C)[C@H](CN(C)C(=O)Nc2ccccc2)Oc2c(NC(=O)C3CCOCC3)cccc2C1=O | 1.0 | 4 | . | -1
CN(C)CC(=O)Nc1ccc2c(c1)[C@@H]1C[C@H](CC(=O)NCc3ccncc3)O[C@H](CO)[C@@H]1O2 | -1.0 | 1 | -35 | 1
CC(=O)N(C)C[C@H]1Oc2ncc(-c3cccc(F)c3)cc2C(=O)N([C@H](C)CO)C[C@H]1C | 1.4 | -3 | 15 | 2
COc1ccc(NC(=O)N(C)C[C@H]2Oc3c(NS(=O)(=O)c4cn(C)cn4)cccc3C(=O)N([C@@H](C)CO)C[C@@H]2C)cc1 | -1.1 | 29 | -27 | 0
COCC#Cc1ccc([C@H]2[C@H](CO)N3CCCCN(S(=O)(=O)c4ccc(OC)cc4)C[C@@H]23)cc1 | -0.6 | -57 | ? | -1
C[C@@H]1CN([C@H](C)CO)C(=O)c2cc(C3=CCCC3)cnc2O[C@H]1CN(C)C(=O)C1CCCCC1 | 5.2 | -18 | 12 | 3
